Source: PubChem BioAssay (National Center for Advancing Translational Sciences (NCATS))
JMJD2E inh = JMJD2E (human) inhibition. B2RXH2. JMJD2E catalytic domain, FDH-coupled NADH fluorescence (FDH is formaldehyde dehydrogenase). Potency, µM (top dose mostly 57.1 µM), for inactives: at the highest dose activity change, negative = inhibition, most hits filed as inhibitors. 230,000 compounds, 1.6% hits; active means well fitted inhibition curve with a large enough effect, not every such curve was filed as active; inconclusive means small, poorly fitted or top-dose-only effect, or another doubt; inactive means no such curve, though single readings can be large or run the other way;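 further: 0% = wells with enzyme and -100% = buffer wells without enzyme; nearly all actives have a fitted effect of over 50% in size; many of its hits are not listed in these tables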
Target sequence (B2RXH2 1-337 limits assumed): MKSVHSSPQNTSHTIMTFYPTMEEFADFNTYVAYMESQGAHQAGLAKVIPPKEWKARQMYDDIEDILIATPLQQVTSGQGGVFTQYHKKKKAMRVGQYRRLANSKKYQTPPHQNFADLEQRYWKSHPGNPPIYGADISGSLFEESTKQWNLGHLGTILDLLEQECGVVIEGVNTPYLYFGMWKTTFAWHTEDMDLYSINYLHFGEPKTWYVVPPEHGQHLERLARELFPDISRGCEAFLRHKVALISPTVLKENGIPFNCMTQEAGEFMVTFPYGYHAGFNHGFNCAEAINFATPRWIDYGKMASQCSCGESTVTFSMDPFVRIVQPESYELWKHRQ
HTT cytoprotect = protects HTT-Q103 PC12 cells, measured by ATP | 230,000 compounds, 0.14% hits | PC12 HTT-Q103 induced, cytoprotection, ATP luminescence, 40 h | Potency, µM (highest dose often 56.4 µM), for the others: cytoprotection (ATP increase), usual class: activators;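 further: % of control where 0% means no effect; nearly all actives have a fitted effect of over 45% in size; toxic huntingtin expression switched on by the ecdysone agonist tebufenozide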
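ATP quantification (ATPlite) reports survival of PC12 cells in which tebufenozide, 100 nM final, switches on Htt exon 1 with 103 glutamines linked to GFP; compounds are titrated.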
ALDH1A1 block = inhibitors of human aldehyde dehydrogenase 1A1; Potency, µM (titrated, usually from 75.3 µM), for inactives: at the top dose activity, negative = inhibition, usual class: inhibitors; 220,000 compounds, 7.3% hits; P00352; Purified ALDH1A1, NADH fluorescence, propionaldehyde substrate; AID 1030; active means well fitted inhibition curve with a large enough effect, not every such curve was filed as active; inconclusive means small, poorly fitted or top-dose-only effect, or another doubt; inactive means no such curve, though single readings can be large or run the other way;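 further: plate controls were no enzyme wells and a reference inhibitor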
Target sequence (P00352 whole entry, looked up): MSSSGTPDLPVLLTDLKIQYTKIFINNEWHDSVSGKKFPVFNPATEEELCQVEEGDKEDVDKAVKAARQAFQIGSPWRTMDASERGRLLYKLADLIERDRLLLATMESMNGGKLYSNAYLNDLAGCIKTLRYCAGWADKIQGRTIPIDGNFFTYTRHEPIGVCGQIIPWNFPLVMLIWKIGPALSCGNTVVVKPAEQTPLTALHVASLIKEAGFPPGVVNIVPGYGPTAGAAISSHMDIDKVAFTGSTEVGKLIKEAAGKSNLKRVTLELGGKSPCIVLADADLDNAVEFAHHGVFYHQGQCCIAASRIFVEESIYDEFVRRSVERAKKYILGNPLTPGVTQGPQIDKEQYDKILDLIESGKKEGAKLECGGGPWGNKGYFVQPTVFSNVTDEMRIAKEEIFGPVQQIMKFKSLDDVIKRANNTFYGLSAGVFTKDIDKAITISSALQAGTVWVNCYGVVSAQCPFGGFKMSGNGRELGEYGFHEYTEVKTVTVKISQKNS
HttQ103 aggreg = mutant huntingtin aggregation inhibition; PC12 HttQ103-GFP aggregates, Acumen cytometry, 40 h; Potency, µM (doses to about 46.1 µM), for the others: at the highest dose activity change, negative = inhibition, most hits filed as inhibitors; 220,000 compounds, 1.1% hits; further: on the % scale 0 is the no-effect control and ±100 the full control effect; nearly all actives have a fitted effect of over 60% in size
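Multiplexed with ATP-based cell death, this channel scores GFP aggregates in PC12 cells expressing inducible HTTex1-Q103-GFP. Induction used 100 nM tebufenozide; compounds were tested in concentration series.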
Tau fibril ThT = inhibitors of human tau fibril formation, thioflavin T binding; P10636; recombinant tau K18 P301L, heparin-induced fibrillization, ThT fluorescence; Potency, µM (series often up to 57.4 µM), for inactives: top-dose activity, negative = inhibition, usual class: inhibitors; 270,000 compounds, 2.1% hits; further: on the % scale 0 is the no-effect control and ±100 the full control effect; nearly all actives have a fitted effect of over 55% in size
Target sequence (P10636 561-689 P618L limits assumed): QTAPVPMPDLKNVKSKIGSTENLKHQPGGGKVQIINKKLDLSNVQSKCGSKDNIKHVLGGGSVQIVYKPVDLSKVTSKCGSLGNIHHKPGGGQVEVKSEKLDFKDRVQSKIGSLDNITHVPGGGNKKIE
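Using a mix of unlabeled (15 uM) and Alexa 594-labeled (0.24 uM) tau K18 P301L, heparin-triggered fibrillization over 6 hr at 37 C was scored by ThT fluorescence.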
Tau fluor cs = counter-screen for tau fibril formation inhibitors. tau K18 P301L (four-repeat tau fragment) Alexa594 fluorescence, heparin fibrillization. Potency, µM (titrated, usually from 57.7 µM), for the others: at the highest dose activity change, negative = decrease. 280,000 compounds, 0.93% hits. AID 1463; further: on the % scale 0 is the no-effect control and ±100 the full control effect; nearly all actives have a fitted effect of over 55% in size
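Human K18 P301L tau (15 uM unlabeled plus 0.24 uM Alexa 594-labeled, final) in 100 mM sodium acetate pH 7 was mixed with compound and 20 uM heparin and incubated 6 hr at 37 C.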
Tau fibril FP = tau fibrillization inhibition (FP) | P10636 | K18 P301L tau heparin fibrillization, Alexa594 FP, 6 h | Potency, µM (doses to about 57.7 µM), for inactives: at the top dose activity, negative = inhibition, usual class: inhibitors | 280,000 compounds, 0.39% hits | AID 1468; further: on the % scale 0 is the no-effect control and ±100 the full control effect; nearly all actives have a fitted effect of over 55% in size
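Human K18 P301L fragment (15 uM unlabeled plus 0.24 uM Alexa 594-labeled) in 100 mM sodium acetate pH 7 with compound, aggregation induced by 20 uM heparin for 6 hr at 37 C. ThT (30 uM) added for 1 hr, then Alexa 594 FP read.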
SMN2 splice enh = enhancers of SMN2 splice variant expression | HEK293 SMN2-luciferase splicing reporter, luminescence, 30-36 h | Potency, µM (titrated, usually from 46.1 µM), for the others: top-dose activity change, positive = activation, hits mostly activators | AID 1458 | 210,000 compounds, 2.8% hits; further: % of control where 0% means no effect; nearly all actives have a fitted effect of over 55% in size
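qHTS luciferase splicing reporter: luminescence rises when SMN2 exon 7 is included in transfected HEK293 cells. Compound exposure lasted 30-36 h at 37C, with 4.5 mM final sodium butyrate as control, followed by a ONE-Glo read.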
The depositor's hits bear a star; ? = inconclusive; nt = no result given; ! = repeats disagree; [ ] = dose if it differs, or a comment. Unless noted, the call rests on the fitted dose curve; in most records, active means well fitted curve in the direction sought with a large enough effect; inconclusive means small, poorly fitted or top-dose-only effect, or another doubt; inactive means no such curve, though single readings can be large; an effect the other way counts as inactive or inconclusive. Potency means the concentration at half of the fitted maximal effect.

item	SMILES	Tau fluor cs	HTT cytoprotect	ALDH1A1 block	HttQ103 aggreg
1	c1ccc(-c2cn3nc4c(nc3n2)CCCC4)cc1	?	-102%[inhibitor]	?	9%
2	CCn1c(=O)sc2cc(NS(=O)(=O)c3ccc(F)c(C)c3)ccc21	?	nt	nt	nt
3	O=C(CN1C(=O)C2C3C=CC(C3)C2C1=O)N1CC=C(c2ccccc2)CC1 (stereo not given)	5%	-4%	-11%	-13%
4	CNC(=O)c1nnsc1S(=O)(=O)c1ccc(Cl)cc1	0%	-140%[inhibitor]	2µM*	3.2µM*
5	Cc1ccc(C)c(S(=O)(=O)N2CCN(CC(=O)Nc3ccc([N+](=O)[O-])cc3)CC2)c1	?	6%[10 µM]	0%	?
6	S=c1[nH]c(-c2ccccc2)cn1/N=C/c1ccccc1Br	-22%	-10%	-3%	19%
7	COc1ccccc1NS(=O)(=O)c1cccs1	-6%	5%	?	-17%
8	CCn1c(SCc2cccc(C(F)(F)F)c2)nnc1-c1ccco1	-6%	-25%[0.074 µM]	?	15%
9	CCC(O)c1nc2ccccc2n1Cc1cccc(Cl)c1 (stereo not given)	-2%	nt	nt	nt
10	C/C(N)=C(\C#N)C(=O)NCCc1ccccn1	-3%	32%[10 µM]	7%	-2%

item	Tau fibril ThT	SMN2 splice enh	JMJD2E inh	Tau fibril FP
1	?	0.5µM*	32µM*	?
2	-5%	-41%[inhibitor]	nt	-10%
3	-6%	-6%	5%	0%
4	-9%	-105%[inhibitor]	-1%	-7%
5	2%	-42%[inhibitor]	-1%	2%
6	?	5%	-24%	16%
7	-10%	-10%	0%	-4%
8	-5%	-7%	4%	-10%
9	6%	-4%	nt	12%
10	1%	6%	6%	-4%

More structures follow.
item	SMILES	Tau fluor cs	HTT cytoprotect	ALDH1A1 block	HttQ103 aggreg
11	Cc1nn(-c2ccccc2)c2sc(C(=O)NNC(=O)COc3ccccc3)cc12	-17%	-18%	?	?
12	Nc1ccc2nc[nH]c2c1	-9%	-20%	-3%	-2%
13	Cc1ccc(NC(=O)CCc2ccc(S(=O)(=O)NC3CCCCC3)cc2)cc1	-17%	4%	-2%	-17%
14	Cc1cc(C)cc(NC(=O)N2CCC(C(=O)c3ccc(F)cc3)CC2)c1	-15%	-19%	0%	11%
15	COCCCNC(=O)Cn1c(=O)n(CC(=O)NCCc2ccc(OC)c(OC)c2)c(=O)c2sccc21	-3%	-16%[10 µM]	-13%	13%
16	CCCCOc1ccc(NC(=O)c2cc3c(n(-c4ccc(Cl)cc4)c2=O)CCCC3=O)cc1	-8%	nt	nt	nt
17	O=C(c1ccc(Cl)c([N+](=O)[O-])c1)N(Cc1ccc(F)cc1)C1CCS(=O)(=O)C1 (stereo not given)	-19%	16%[10 µM]	nt	10%[9.22 µM]
18	COCCCn1c(=O)cc(C)[nH]c1=S	-9%	-8%[10 µM]	3%	-10%[9.22 µM]
19	CN1CCN(CCC(=O)Nc2ccccc2Cl)CC1	-7%	17%[10 µM]	2%	-19%
20	N#Cc1nc(Cc2ccccc2)oc1NCc1cccnc1	2%	-17%[0.074 µM]	-3%	-8%

item	Tau fibril ThT	SMN2 splice enh	JMJD2E inh	Tau fibril FP
11	-12%	-16%	?	-18%
12	?	-1%	?	-1%
13	1%	-17%	1%	-1%
14	-13%	-20%	0%	7%
15	0%	10%	7%	-1%
16	-2%	-3%	nt	?
17	-11%	nt	-6%	-2%
18	-3%	nt	7%	-3%
19	-3%	13%	0%	10%
20	-2%	-16%	-3%	6%

The results go on:
item	SMILES	Tau fluor cs	HTT cytoprotect	ALDH1A1 block	HttQ103 aggreg
21	CNC(=O)c1sccc1-n1cccc1	-2%	5%	-5%	-6%
22	O=C(NC1CCCCC1)NC1CC2CCC(C1)N2C(=O)NC1CCCCC1 (stereo not given)	-2%	-2%[10 µM]	0%	-1%
23	CC(C)(C)C(=O)OCc1nc(-c2ccc(C(F)(F)F)cc2)cs1	-21%	-1%[10 µM]	?	3%[9.22 µM]
24	Cc1nc(NC(=O)COc2ccc(Cl)cc2)sc1C(=O)N(C)C	3%	6%[10 µM]	-2%	16%
25	Cc1cc2cc3c(N)[nH]nc3nc2cc1C	-6%	-77%[inhibitor]	7%	9%
26	CC1=C(C(=O)OC2CCCCC2)C(c2ccco2)n2ncnc2N1 (stereo not given)	-15%	-35%	-11%	-13%
27	COC(=O)c1ccc2c(=O)n(Cc3ccc4c(c3)OCO4)c(SCC(=O)N3CCCC3)nc2c1	1%	5%[0.074 µM]	nt	-8%[9.22 µM]
28	CCOC(=O)NC(=O)C(=CNc1cccc(OC)c1)C(=O)NC(=O)OCC	-2%	nt	-5%	21%
29	CC(=O)N=c1sc2cc(C)ccc2n1C	-2%	6%	1%	-12%
30	Cc1cccc(C2CC(c3ccc(Br)cc3)Nc3nc(N)nn32)c1 (stereo not given)	-16%	-21%	6%	10%

item	Tau fibril ThT	SMN2 splice enh	JMJD2E inh	Tau fibril FP
21	-3%	4%	3%	-2%
22	-10%	1%	-7%	-1%
23	-13%	nt	5%	-6%
24	-1%	0%	-10%	3%
25	?	21%	4%	13%
26	-11%	-7%	-1%	-9%
27	7%	nt	-7%	10%
28	-8%	-16%	-16%	1%
29	-3%	-16%	3%	-1%
30	-17%	-9%	3%	8%

Next section
item	SMILES	Tau fluor cs	HTT cytoprotect	ALDH1A1 block	HttQ103 aggreg
31	Oc1ccc2ccccc2c1C=Nc1cc(C(F)(F)F)ccc1N1CCCC1	-18%	-12%	-15%	8%
32	COc1ccc(-c2nc(CSCC(=O)NC3CCCc4ccccc43)c(C)o2)cc1 (stereo not given)	-20%	-13%	?	-14%
33	CCOc1nc(CC(C)C)c2c(c1C#N)CC(C)(C)OC2	-14%	-14%[10 µM]	nt	16%[9.22 µM]
34	COc1ccc(NC(=O)CC(C)C)c([N+](=O)[O-])c1	-1%	1%	9%	-1%
35	CCOc1cc(/C=C(/NC(C)=O)C(=O)O)cc(Cl)c1OCc1ccc(Br)cc1	-7%	-16%[10 µM]	nt	10%[9.22 µM]
36	CN1CCN(Cc2nc(-c3cccs3)no2)CC1c1ccccc1 (stereo not given)	1%	24%	-7%	2%
37	Cc1ccc(C(=O)Nc2ccc(CN3CCCCC3)cc2)c(C)c1	6%	-9%[10 µM]	14%	-16%[9.22 µM]
38	O=C(N[C@H](CO)[C@H](O)c1ccc([N+](=O)[O-])cc1)C(Cl)Cl	1%	-24%[1.9 µM]	14µM*!	nt
39	CC1=C(C(=O)N2CCCC(CCC(=O)NCc3ccccc3F)C2)OCCO1 (stereo not given)	-4%	?	-9%	16%[9.22 µM]
40	CC1Cc2ccccc2N1C(=O)CCn1c(=O)oc2ccccc21 (stereo not given)	5%	-31%[10 µM]	-10%	-9%

item	Tau fibril ThT	SMN2 splice enh	JMJD2E inh	Tau fibril FP
31	?	-17%	-19%	-7%
32	?	-35%	-23%	-1%
33	-13%	nt	8%	-10%
34	-2%	0%	7%	5%
35	-17%	nt	-6%	-5%
36	4%	nt	2%	4%
37	0%	nt	9%	0%
38	6%	-6%	-2%	-8%
39	-5%	-9%	13%	-4%
40	7%	-1%	-4%	-8%

More compounds follow:
item	SMILES	Tau fluor cs	HTT cytoprotect	ALDH1A1 block	HttQ103 aggreg
41	CCCn1c(SCC(=O)Nc2ccc3c(c2)CCC3)n[nH]c1=O	-1%	0%[10 µM]	?	0%
42	COC(=O)C1=CN(C(C)C)C=C(C(=O)OC)C1c1cc(Br)c(OC)c(OC)c1	-13%	-3%[10 µM]	?	5%
43	Cc1cc(NCc2ccccn2)n2nc(C)c(-c3ccccc3)c2n1	-30%	-46%[inhibitor][10 µM]	?	-11%[9.22 µM]
44	Cc1cccc(-c2c3c(=O)n(C)c(=O)n(C)c3cn2-c2cc(N)c(Cl)cc2Cl)c1	?	nt	nt	nt
45	Cn1c(C(=O)NCCCN2CCN(c3cccc(Cl)c3)CC2)cc2c(=O)n(C)c3ccccc3c21	-1%	-19%[10 µM]	?	-3%
46	COc1ccc(CCNC(=O)COC(=O)Cn2cnc3ccccc32)cc1OC	-2%	-19%	?	-6%
47	COc1ccc(/C=C/C(=O)c2ccc(C)s2)cc1	-21%	3%[1.9 µM]	?	nt
48	Cc1cc(C)cc(NS(=O)(=O)c2ccc(NC(=S)NC(=O)c3ccc(Br)o3)cc2)c1	?	-5%	14µM*	?
49	CC(=O)N1CCc2cc(S(=O)(=O)Nc3ccccc3N3CCN(C)CC3)ccc21	-12%	-2%	7%	-1%
50	COc1cc(/C=C2\C(=O)ON=C2c2ccccc2)cc(OC)c1OC	-10%	-10%	?	4%
51	O=C(N/N=C/c1ccc(N2CCCCC2)o1)c1ccccc1[N+](=O)[O-]	-14%	nt	?	?

item	Tau fibril ThT	SMN2 splice enh	JMJD2E inh	Tau fibril FP
41	-3%	-6%	-3%	2%
42	?	19%	-4%	9%
43	?	nt	?	10%
44	?	0%	nt	-2%
45	-12%	27%	2%	-2%
46	-4%	0%	1%	-7%
47	?	nt	?	-1%
48	-5%	-36%[inhibitor]	-9%	?
49	-7%	-5%	3%	-6%
50	?	1%	?	-1%
51	?	0%	-23%	3%

Rewritten as labelled records: entries from further up
45) Cn1c(C(=O)NCCCN2CCN(c3cccc(Cl)c3)CC2)cc2c(=O)n(C)c3ccccc3c21
  Tau fluor cs = -1%
  HTT cytoprotect = -19%[10 µM]
  ALDH1A1 block = ?
  HttQ103 aggreg = -3%
  Tau fibril ThT = -12%
  SMN2 splice enh = 27%
  JMJD2E inh = 2%
  Tau fibril FP = -2%

46) COc1ccc(CCNC(=O)COC(=O)Cn2cnc3ccccc32)cc1OC
  Tau fluor cs = -2%
  HTT cytoprotect = -19%
  ALDH1A1 block = ?
  HttQ103 aggreg = -6%
  Tau fibril ThT = -4%
  SMN2 splice enh = 0%
  JMJD2E inh = 1%
  Tau fibril FP = -7%

47) COc1ccc(/C=C/C(=O)c2ccc(C)s2)cc1
  Tau fluor cs = -21%
  HTT cytoprotect = 3%[1.9 µM]
  ALDH1A1 block = ?
  HttQ103 aggreg = nt
  Tau fibril ThT = ?
  SMN2 splice enh = nt
  JMJD2E inh = ?
  Tau fibril FP = -1%

Not all compounds are listed; the hit share may differ from the screen's.
